Peg3 imprint: qHTS Assay for Compounds that Induce Erasure of Genomic Imprints | Potency, µM (top dose mostly 60.7 µM), without a hit: top-dose activity change, positive = activation, hits mostly activators | 110,000 tested, 0.02% active | AID 1948, 2009 | mouse ES Peg3-LacZ reporter, beta-gal luminescence, 40 h;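 note: 0% = negative control wells on the plate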
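Gelatin-coated wells received 300 freshly trypsinized female ES cells with a Peg3LacZ-Neo reporter on the maternal allele, then incubated 40 hours at 37C. BetaGlo was added for 5 minutes at room temperature before a single luminescence read.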
IkB sig inh: IkB Signaling; Potency, µM (series often up to 57.1 µM), inactives show at the top dose IkBa stabilization activation; ABC-DLBCL IkBa-CBG/CBR dual luciferase ratio, 4 h; response scale: scaled: untreated 0%, proteasome inhibitor 100%; 110,000 tested, 0.04% active; active = well fitted curve in the direction sought with a large enough effect in the signal ratio, not every such curve was filed as active; inconclusive = small, poorly fitted or top-dose-only effect, or a change in a side signal; the % refers to the signal ratio;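 note: the direction sought is a rising ratio; 0% = basal untreated cells and 100% = reference inhibitor full response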
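Curves were fitted separately to fusion (green), unfused (red) and ratio luminescence, then classed by r2, magnitude and activity. Cells: OCI-Ly3, 4 h compound plus doxycycline at 37C; 10 uM MG-132 defined full response.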
p53ts 32C kill: qHTS Screen for Compounds that Selectively Target Cancer Cells with p53 Mutations: Cytotoxicity of p53ts Cells at the Permissive Temperature; H1299-p53A138V at 32C, ATP luminescence viability, 24 h; 130,000 tested, 0.93% active; Potency, µM (highest dose often 46.1 µM), for the others: top-dose activity change, negative = cytotoxicity, usual class: cytotoxic;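 note: 0% = DMSO and -100% = full killing by reference compound; nearly all actives have a fitted effect of over 55% in size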
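ATP-content luminescence (ATPlite) read-out after 24 h compound exposure at 32C in H1299-p53A138V cells (600/well). Tested up to 46 uM. Normalized to DMSO (0%) and 100 uM tamoxifen (100% killing); Hill-fit AC50.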
p53ts 39C tox: qHTS Screen for Compounds that Selectively Target Cancer Cells with p53 Mutations: Cytotoxicity of p53ts Cells at the Nonpermissive Temperature | H1299-p53A138V viability at 39C, ATP luminescence, 24 h | Potency, µM (titrated, usually from 46.1 µM), without a hit: at the top dose activity change, negative = cell killing, usual class: cytotoxic | 130,000 tested, 1.5% active; note: nearly all actives have a fitted effect of over 55% in size
Numbers without * were called inactive; ? = inconclusive; . = no result given; & = joins results of further samples; [ ] = remark or other dose. Unless noted, calls come from the whole dose curve; as a rule, active = well fitted curve in the direction sought with a large enough effect; inconclusive = small, poorly fitted or top-dose-only effect, or another doubt; inactive = no such curve, though single readings can be large; an effect the other way counts as inactive or inconclusive. Unless noted, % is set by controls: 0 for no effect and ±100 for the full control effect; potency is the fitted concentration of half-maximal effect. Not a hit list; 1.7% or so of the library scored in one or more.

SMILES	Peg3 imprint	IkB sig inh	p53ts 32C kill	p53ts 39C tox
c1ccc(-c2cc(CSc3nc4ccccc4[nH]3)on2)cc1	-17%	?	3%	-1%
O=C1C[C@@H](O)[C@@H](O)[C@H]2[C@@H]3C(=O)N(C4CCCCC4)C(=O)[C@@H]3CC[C@H]12	.	.	1%&0%&8%[9.22 µM]	8%&2%&4%[9.22 µM]
CCn1cc(C(=O)N2CC=C(c3ccccc3)CC2)c(=O)c2ccc(C)nc21	-6%	-1.1%	2%	-9%
CCc1ccc(C2CC(=O)Nc3cc4c(cc32)OCO4)cc1 (stereo unspecified)	-3%[10.9 µM]	?	13%	0%
COc1ccc(C)cc1N(C)C(=O)c1sc2nc3n(c(=O)c2c1C)CCCCC3	-12%[10.9 µM]	-1.9%	-9%	-10%
CC(C)CNc1cc(NC2CCCCC2)c2c3c(onc13)-c1ccccc1C2=O	-7%[10.9 µM]	?	0%	0%
CCOC(=O)c1sc(C)c2c(=O)n(CCCN3CCOCC3)cnc12	-1%	0.4%	0%	13%
CCn1c(CSc2nc(C)cc(C)n2)nnc1SCC(=O)N1CCCc2ccccc21	6%	0.6%	4%	0%
COc1ccc(NC(=O)CCNC(=O)Cn2ccc3ccccc3c2=O)c(OC)c1	-11%	-0.5%	17%	-5%
COc1ccc(Oc2ncc3nc(-c4ccc(F)cc4)c(=O)n(C)c3n2)cc1	.	-0.3%[11.4 µM]	1%	5%
COc1ccccc1N1CCN(C(=O)c2sc3nc4n(c(=O)c3c2C)CCC4)CC1	-13%[10.9 µM]	?	9%	-3%
O=C(OCc1cc(=O)n2nc(-c3cccs3)sc2n1)c1ccccc1	-12%[10.9 µM]	?	0%	-2%
CC(=O)Nc1ccc(NC(=O)C2CCN(c3cnccn3)CC2)cc1	-8%[10.9 µM]	?	-1%	-2%
Cc1nn2c(c1-c1ccccc1)NC1=C(C(=O)CCC1)C2c1cccnc1 (stereo unspecified)	3%	-0.9%	8%	4%
Cc1cccc(NC(=O)c2ccccc2C(=O)O)c1	-9%	4.3%	2%	3%
CCOC(=O)C1=C(C)NC2=C(C(=O)CCC2)C1c1ccc(N(C)C)cc1 (stereo unspecified)	-6%	4.6%	0%	3%
Cn1c2ccccc2c2nnc(SCN3C(=O)c4ccccc4C3=O)nc21	-3%	?	-6%	2%
CC(C)(C)c1ccc(OCC(=O)N2CCN(C=O)CC2)cc1	-8%	0.8%	-20%	-15%
COc1ccccc1N1CCN(S(=O)(=O)c2cccc(F)c2)CC1	-7%	5.5%	6%	0%
CCCN(C#N)c1nc(NCC)nc(NC(C)C)n1	-12%	?	10%	-14%
CN(C(=O)Cn1cc(S(=O)(=O)N2CCN(c3ccccc3F)CC2)c2ccccc2c1=O)c1ccc(Cl)cc1	1%[10.9 µM]	?	18%	0%
CCOC(=O)CNC(=O)CSc1nc(C)cc(C)c1C#N	-3%	0.8%	3%	-4%
CN(C)C(=O)c1ccc(COc2ccccc2Br)o1	-28%	0.4%	-25%	-25%
O=C(c1ccccc1)N1CCCCC(Sc2nnnn2-c2ccccc2)C1=O (stereo unspecified)	-11%	0.4%	13%	-7%
O=c1cc(-c2ccccc2)nc2nc(-c3ccco3)[nH]n12	-19%	0.2%	-10%	-10%
CCCCOc1ccccc1C(=O)Nc1onc2c1CCCC2	-4%[10.9 µM]	0.4%	5%	-8%
Cc1ccc(CS(=O)(=O)CCC(=O)NCC2CCCO2)cc1 (stereo unspecified)	-17%	0.9%	2%	16%
CCOCc1nnc(NC(=O)CSc2ccccc2)s1	-2%	-1.8%	2%	-1%
Cc1cc(NC(=O)CCC(=O)N(C2CC2)C2(C(=O)NC3CCCC3)CCC(C)CC2)no1 (stereo unspecified)	-11%	0.4%	6%	-3%
CCOC(=O)N1CCN(C(=O)c2ccc3c(=O)n(CCC4=CCCCC4)c(=O)[nH]c3c2)CC1	-18%	-0.6%	18%	-7%
COc1ccc(NC(=O)c2oc3ccccc3c2NC(=O)c2ccc3c(c2)OCO3)cc1	-22%	0.8%	-21%	?
CCOc1ccccc1NC(=O)Nc1cc(C(=O)NCc2ccc(C)cc2)ccc1N1CCCC1	-6%[10.9 µM]	0.1%	-30%	-28%
COc1ccc(N2CCN(Cc3nc4c(c(=O)n(C)c(=O)n4C)n3Cc3cccc(C)c3)CC2)cc1	-23%	0.7%	2%	11%
Cc1cc(C)cc(-n2ccnc2SCC(=O)Nc2cccc3ccccc23)c1	5%[10.9 µM]	?	3%	-5%
O=C(NCCc1ccccc1)c1ccc2c(c1)N(Cc1ccccc1)C(=O)c1ccccc1S2=O (stereo unspecified)	-8%[10.9 µM]	1.0%	22%	-2%
O=C1c2ccccc2-c2ccc(NC(=O)[C@H]3CCCC[C@@H]3C(=O)O)cc21	-29%[10.9 µM]	-0.7%[11.4 µM]	-5%[9.22 µM]	-1%[9.22 µM]
CC(C)N(C(=O)CSc1nc2c([nH]1)c(=O)n(C)c(=O)n2C)c1ccccc1	-8%	3.1%	7%	21%
CCCN(CC(=O)c1cc(C)n(C)c1C)S(=O)(=O)c1cccc(C(F)(F)F)c1	-14%	?	24%	3%
Cc1cccc(NC(=O)Cn2nc(N3CCN(c4ccccc4)CC3)ccc2=O)c1C	-4%[10.9 µM]	1.7%	3%	-10%
CC(C)CC1(C(=O)NCc2ccccn2)C=CCN1C(=O)c1ccccc1 (stereo unspecified)	-5%	.	-2%	-11%
CS(=O)(=O)N1CCC(C(=O)NCCN2CCN(Cc3ccccc3)CC2)CC1	-9%	5.0%	-4%	7%
Cc1cc(C)n(-c2nncn2NC(=O)c2ccc(Cl)cc2O)n1	-7%	?	-14%	-4%
COc1cccc(CNC(=O)CSc2nc(=O)[nH]c3c2CCC3)c1	10%[10.9 µM]	?	6%	10%
Nc1nonc1C(=O)OCC(=O)N1CCCCC1	-16%	0.5%	-4%	-3%
O=C(OCc1cccc2ccccc12)c1ccc2c(=O)[nH]c(CN3CCOCC3)nc2c1	-5%	6.6%	-1%	-9%
COc1ccc(-c2nc(CN3CCC(C(=O)NCCCN4CCN(c5ccccc5F)CC4)CC3)c(C)o2)cc1OC	-5%[10.9 µM]	-0.1%	-9%	?
COc1ccc(CC(=O)Nc2ccc3c(c2)CCC3)cc1S(=O)(=O)N1CCOCC1	-8%	1.6%	-3%	-6%
CCn1ccc2cc(S(=O)(=O)N3CCC(C(=O)NCCc4ccc(C)cc4)CC3)ccc21	-10%[10.9 µM]	?	15%	-27%
CCCCC(=O)Nc1cccc(-c2nc3ncccc3o2)c1	-8%	-1.6%	-2%	15%
Clc1ccc(Br)cc1-c1nc(-c2ccncc2)no1	9%	-0.8%	-8%	-5%
CCC1(C)Cc2ccccc2/C(=C/C(=O)N2CCCCC2)N1 (stereo unspecified)	.	12%	2%	-2%
CC(C)CCNC(=O)c1ccc2c(c1)NC(=O)C(CS(=O)(=O)Cc1cccc(Br)c1)N2 (stereo unspecified)	-3%[10.9 µM]	?	?	?
CC1(C)CC(=O)c2cnc(NC(=O)c3ccco3)nc2C1	2%	-0.9%	-21%	-5%
CCOc1ccc(CCNC(=O)c2cn(C)c3ccc(S(=O)(=O)N4CCCCCC4)cc3c2=O)cc1OCC	10%[10.9 µM]	1.3%	2%	-3%
Cc1ccc(CN2CCSc3ccc(C(=O)NCCc4ccccc4)cc32)cc1	17%[10.9 µM]	?	8%	12%
CCOC(=O)CNC(=O)Nc1nnc(-c2ccc(OCC)cc2)o1	-6%	0.7%	-15%	-12%
CCCn1c(C)nc2c(NCCCN(C)C)nc(C)nc21	-8%	.	-4%	-7%
CCOc1cc(N2CCOCC2)c(OCC)cc1NC(=O)c1nc2nccc(C)n2n1	3%	-1.2%	29%	-6%
O=C(NCc1ccccc1)C(=O)NCC(c1cccs1)S(=O)(=O)c1cccs1 (stereo unspecified)	-13%[10.9 µM]	-1.7%	-2%	-12%
O=S(=O)(c1ccccc1)c1nc(-c2ccc(F)cc2)oc1NCc1ccccc1	-7%[10.9 µM]	-1.9%	7%	-8%

Brought forward from above: 3 entries, followed by the next part.
SMILES	Peg3 imprint	IkB sig inh	p53ts 32C kill	p53ts 39C tox
CCOc1cc(N2CCOCC2)c(OCC)cc1NC(=O)c1nc2nccc(C)n2n1	3%	-1.2%	29%	-6%
O=C(NCc1ccccc1)C(=O)NCC(c1cccs1)S(=O)(=O)c1cccs1 (stereo unspecified)	-13%[10.9 µM]	-1.7%	-2%	-12%
O=S(=O)(c1ccccc1)c1nc(-c2ccc(F)cc2)oc1NCc1ccccc1	-7%[10.9 µM]	-1.9%	7%	-8%
Cn1nnc(C(O)CNCc2cccs2)n1 (stereo unspecified)	-2%	-0.2%	9%	-2%
CCN(CC)C(=O)COc1ccc(-c2nnc(Nc3ccc(OC)c(C(=O)NC)c3)c3ccccc23)cc1	21%[10.9 µM]	?	1%	-14%
CCNc1ncc2nc(C)c(=O)n(C)c2n1	5%	-1.0%[11.4 µM]	0%	-11%
CCOc1ccc(CCNC(=O)CN2C(=O)COc3ccc(S(=O)(=O)N4CCC(C)CC4)cc32)cc1	-13%[10.9 µM]	0.8%	22%	13%
COc1cc2nc(C3CCC3)n(NC(=O)C(OC(C)=O)c3ccccc3)c(=O)c2cc1OC (stereo unspecified)	-7%	-0.5%	11%	-5%
CC(Oc1ccccc1)C(=O)NC1C(=O)N2C(C(=O)O)C(C)(C)S[C@@H]12 (stereo partly specified)	-3%	.	2%	7%
CCn1cc2nc(SCc3ccccc3Cl)n(Cc3ccc(OC)cc3)c(=O)c2n1	-4%[10.9 µM]	?	34%[activator]	21%
CCOC(=O)C1CCCN(C(=O)c2nn(-c3ccc(OC)cc3)c(=O)c3c2c2ccccc2n3C)C1 (stereo unspecified)	8%[10.9 µM]	-2.9%	16%	-2%
CCN(C(=O)c1cn(-c2cccc(OC)c2)c(=O)c2ccccc12)c1ccccc1C	-11%[10.9 µM]	?	-2%	-14%
Cc1cccc(N2C(=O)c3cccc4c(N(C)CCO)ccc(c34)C2=O)c1	-11%	-1.2%	-7%	31%[activator]
N#Cc1cccc(NC(=O)N2CCCC3(CCN(C(=O)c4ccncc4)CC3)C2)c1	.	-1.0%[11.4 µM]	1%	-3%
N#CC1=C(N)SC(N)=C(C#N)C1c1ccoc1	3%	2.4%	3%	8%
COc1ccc(CC(=O)N2CCc3cc(OC)c(OC)cc3C2COc2ccc3c(C)cc(=O)oc3c2)cc1OC (stereo unspecified)	6%[10.9 µM]	?	-1%	-17%
Cn1c(C(=O)O)c(CC(=O)NCC2COc3ccccc3O2)c2ccccc21 (stereo unspecified)	-2%	0.2%	0%	2%
CCCCOC(=O)C1C2C=CC3(CN(CCc4ccccc4)C(=O)C13)O2 (stereo unspecified)	-6%	0.1%	-1%	-3%
CCOc1ccc(CNC(=O)C2CCCN(S(=O)(=O)N(CC)c3ccc(OCC)cc3)C2)cc1 (stereo unspecified)	-26%[10.9 µM]	-0.4%	12%	-1%
CC(=O)N1CCCc2cc(S(=O)(=O)N3CCCC(C(=O)Nc4ccc(C)c(F)c4)C3)ccc21 (stereo unspecified)	8%[10.9 µM]	?	0%	-8%
CCN(CC)S(=O)(=O)c1csc(C(=O)OCC(=O)c2ccccc2)c1	.	.	11%	10%
Cc1ccc(CC2CC(=O)N(c3cc(C)on3)C2=O)cc1 (stereo unspecified)	-6%	-2.2%	-1%	1%

Single records, as listed above. Order of values: Peg3 imprint | IkB sig inh | p53ts 32C kill | p53ts 39C tox
CCCCOC(=O)C1C2C=CC3(CN(CCc4ccccc4)C(=O)C13)O2 (stereo unspecified) is entered as -6% | 0.1% | -1% | -3%
Cn1c(C(=O)O)c(CC(=O)NCC2COc3ccccc3O2)c2ccccc21 (stereo unspecified) is entered as -2% | 0.2% | 0% | 2%
CCN(CC)C(=O)COc1ccc(-c2nnc(Nc3ccc(OC)c(C(=O)NC)c3)c3ccccc23)cc1 is entered as 21%[10.9 µM] | ? | 1% | -14%
N#CC1=C(N)SC(N)=C(C#N)C1c1ccoc1 is entered as 3% | 2.4% | 3% | 8%
CCOc1ccc(CNC(=O)C2CCCN(S(=O)(=O)N(CC)c3ccc(OCC)cc3)C2)cc1 (stereo unspecified) is entered as -26%[10.9 µM] | -0.4% | 12% | -1%

Screening results: PubChem BioAssay, National Center for Advancing Translational Sciences (NCATS)
